miR122 inh = inhibitors of miR-122 in Huh7 cells; hit rate 0.3% among 340,000; activation (reporter increase), % at 12.5 µM; Huh7 miR-122 Renilla luciferase sensor, 48 h; neutral wells = 0, positive control = 100; AID 602342;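 active = mean replicate activation score at least 90 and every replicate individually at or above 90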;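 note: higher luciferase means less miR-122 activity so hits act as miR-122 inhibitors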
RAD52 inh = blocks human RAD52 DNA annealing | P43351 | AID 651710 | recombinant RAD52 DNA annealing, FRET fluorescence | inhibition, % at 18.7 µM | hit rate 0.46% among 360,000;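 active = every replicate showing at least 50% inhibition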
PGC1a acetyl inh = lowers PGC1a acetylation signal in U2OS cells | AlphaScreen anti-acetyl-lysine; with virally co-expressed GCN5 acetyltransferase | inhibition, % at 15.6 µM | hit rate 0.17% among 350,000 | AID 651687;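 active = every replicate shows inhibition of at least 40%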;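 note: 0% = neutral control wells and 100% = positive control wells; some results beyond the cut were filed as inactive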
PglD DTNB = PglD (C. jejuni) enzyme inhibition; purified PglD enzyme, DTNB colorimetric CoA detection; inhibition, % at 12.5 µM; hit rate 0.098% among 360,000; in the data active = inhibition above about 16%, passing the limit was not always enough; note: strong numbers were not always called active
E-sel inducer = E-selectin induction on HUVECs; P16581; HUVEC E-selectin immunofluorescence imaging; normalized: neutral wells 0, TNF-alpha wells 100; activation, % at 7.58 µM; hit rate 0.37% among 260,000;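 active = mean E-selectin-positive cell signal at least 10% of the positive control, reached in at least 60% of replicates, without over 20% cell loss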;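 note: in these data hits start at about 27%; measured in HUVEC primary endothelial cells; signal is the percent of cells scored E-selectin positive by PE staining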
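Test system – human umbilical vein endothelial cells (HUVEC), E-selectin induction · Input – 3,000 HUVEC seeded per well · Buffer or medium – EGM-2, gelatin · Compound dosing – single-point compound dose · Detection – immunofluorescence imaging · Measure – percent E-selectin-positive cells · Controls – TNF-alpha high, DMSO low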
Cneo AK release = Cryptococcus neoformans lysis via adenylate kinase release | lysis activity, % at 15 µM | C. neoformans lysis, adenylate kinase release luminescence, 4 h; normalised: neutral wells 0, clomiphene wells 100 | hit rate 0.2% among 360,000 | AID 651654;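 active = mean lysis activity across replicates of at least 80%, whatever share of replicates individually reach that level; inactive = mean lysis activity below 80%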
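Assay system: Cryptococcus neoformans yeast cells / Dosing: single-point compound dose / Timing: 4 h at 37 °C static, read 1 h later / Measured by: luminescence of released adenylate kinase using an AK detection reagent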
RAD54 inh = blocks human RAD54 Holliday junction branch migration; Q92698; FAM/BHQ fluorescence; inhibition, % at 10.4 µM; hit rate 0.14% among 360,000;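 active = mean normalized replicate activity at least 40 and at least half of replicates scoring 40 or more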;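 note: 0% = median of neutral control wells and 100% = median of positive control wells; inhibitors cause a drop in the FAM fluorescence signal; in these data hits start at about 50%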
ERAP1 HTS inh = blocks human ERAP1 aminopeptidase activity; Q9NZ08; recombinant ERAP1, Leu-AMC fluorescence, 60 min; inhibition, % at 10.7 µM; hit rate 0.15% among 340,000; AID 652197;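 active = mean replicate inhibition of at least 30%, or all replicates individually reaching that 30% level; inactive = mean below 30% and not every replicate reaching it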;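 note: 0% = neutral control wells and 100% = L-leucinethiol positive control wells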
Target sequence (Q9NZ08 whole entry, looked up): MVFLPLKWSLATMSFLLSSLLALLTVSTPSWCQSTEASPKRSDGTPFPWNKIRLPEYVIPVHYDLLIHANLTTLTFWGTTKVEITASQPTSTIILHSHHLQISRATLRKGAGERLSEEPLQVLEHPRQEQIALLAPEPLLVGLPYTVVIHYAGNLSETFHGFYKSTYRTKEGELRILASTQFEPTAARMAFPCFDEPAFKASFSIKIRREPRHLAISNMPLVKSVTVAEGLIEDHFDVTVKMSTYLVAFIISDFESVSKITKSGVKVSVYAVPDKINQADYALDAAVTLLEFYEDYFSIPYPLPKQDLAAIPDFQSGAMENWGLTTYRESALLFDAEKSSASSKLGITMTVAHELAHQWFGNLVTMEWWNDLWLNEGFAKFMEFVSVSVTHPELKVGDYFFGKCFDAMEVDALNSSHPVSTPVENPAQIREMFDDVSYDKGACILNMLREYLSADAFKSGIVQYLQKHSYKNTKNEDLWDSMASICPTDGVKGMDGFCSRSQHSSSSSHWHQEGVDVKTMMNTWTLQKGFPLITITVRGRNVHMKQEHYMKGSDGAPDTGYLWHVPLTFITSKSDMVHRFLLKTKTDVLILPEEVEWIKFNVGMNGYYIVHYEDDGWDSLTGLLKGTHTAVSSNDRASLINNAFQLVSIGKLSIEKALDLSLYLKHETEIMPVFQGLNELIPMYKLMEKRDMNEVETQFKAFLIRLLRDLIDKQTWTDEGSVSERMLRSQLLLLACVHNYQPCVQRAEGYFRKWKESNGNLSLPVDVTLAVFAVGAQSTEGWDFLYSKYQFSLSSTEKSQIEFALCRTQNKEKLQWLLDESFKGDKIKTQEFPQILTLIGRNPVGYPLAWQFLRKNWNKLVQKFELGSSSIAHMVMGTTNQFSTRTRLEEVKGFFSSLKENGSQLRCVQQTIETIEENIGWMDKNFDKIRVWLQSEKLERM
* hit, by the source's call; . = no result given; [ ] = dose if it differs, or a comment.

Order of values: miR122 inh	RAD52 inh	PGC1a acetyl inh	PglD DTNB	E-sel inducer	Cneo AK release	RAD54 inh	ERAP1 HTS inh
Cc1cn2c(nc1=O)OC1C(O)C(COC(=O)c3ccccc3)OC12 (stereo not given)
 : -6	.	5	3	.	2	-12	.
Cc1nc([N+](=O)[O-])c(Sc2nc3ccc([N+](=O)[O-])cc3[nH]2)n1Cc1ccccc1
 : 1	-2	13	-1	-0.1	-2	-1	0
COc1ccc(/C=C(/NC(=O)c2ccccc2)C(=O)N2CCCC2)cc1OC
 : 2	-9	.	-8	.	0	-4	0
Cc1cccc(-n2cnc3cc([N+](=O)[O-])ccc32)c1
 : -2	6	.	0	-0.1	10	3	-3
O=C(COc1ccc2c(-c3ccccc3)cc(=O)oc2c1)N1C[C@H]2C[C@@H](C1)c1cccc(=O)n1C2
 : 0	-3	3	4	.	0	-4	0
COc1ccc2nc(N/C(N)=N/S(C)(=O)=O)nc(C)c2c1
 : -8	-4	7	-1	1.6	0	1	0
COc1cccc(CNc2nc3nc(C)c(Cl)c(=O)n3[nH]2)c1
 : -12	-21	1	0	3.6	-3	11	-6
C[C@@H]1CN([C@H](C)CO)S(=O)(=O)c2ccc(C#C[C@@H](C)O)cc2O[C@@H]1CN(C)Cc1ccncc1
 : 50[16.7 µM]	7	7	2	-0.2	83*	-8	2
NC(=O)c1ccccc1NS(=O)(=O)c1cccs1
 : -3	.	4	6	.	-1	-1	.
COC(C(=O)N/N=C(\C)c1ccc(C)cc1)c1ccccc1 (stereo not given)
 : 3	4	-13	8	-0.1	-2	3	0
C[C@H]1CN([C@@H](C)CO)C(=O)c2cc(C3=CCCC3)cnc2O[C@@H]1CN(C)Cc1ccccc1F
 : 7[16.7 µM]	.	0	.	-0.6	0	.	.
COCCCN1C(=O)N(c2ccccc2)C(=O)C1CC(=O)Nc1ccccc1 (stereo not given)
 : -8	-12	7	4	.	0	-6	-1
Cc1ccccc1S(=O)(=O)N1CC[C@@H]2[C@H](CO)N(C)c3ccc(C#Cc4ccc(F)cc4)cc3[C@@H]21
 : 2[16.7 µM]	-7	0	-2	-0.3	-1	8	-1
Cc1cccc(/N=C/c2c(O)ccc3oc4c(c23)CCCC4)n1
 : -5	.	8	0	.	-1	0	.
CO[C@H]1CN(C)C(=O)c2ccc(NC(C)=O)cc2OC[C@@H](C)N(Cc2nccs2)C[C@H]1C
 : -1[16.7 µM]	-11	1	-3	-0.1	1	-4	0
CCC(=O)Nc1ccc2c(c1)C(=O)N(C)C[C@@H](OC)[C@@H](C)CN(CCc1ccccc1)[C@H](C)CO2
 : -9[16.7 µM]	8	18	-4	-0.3	-3	7	-1
Cc1cc(Br)ccc1OCC(=O)NNC(=O)c1ccc(NC(=O)C2CC2)cc1
 : -4	-17	-10	-4	.	0	7	1
O=C(CN1CCOCC1)NCC[C@@H]1CC[C@@H](NC(=O)Nc2ccc(C(F)(F)F)cc2)[C@H](CO)O1
 : 7[16.7 µM]	5	-6	-4	-0.2	38	-7	-1
COc1ccc(/C=C/C(=O)Oc2cccc(/C=N/NC(=O)Cc3ccc(Br)cc3)c2)cc1
 : -8	-7	-2	5	-0.6	0	7	.
Cc1noc(C)c1S(=O)(=O)Nc1ccc2c(c1)C(=O)N([C@@H](C)CO)C[C@H](C)[C@H](CN(C)Cc1ccc(Cl)c(Cl)c1)OCCCC[C@@H](C)O2
 : 2[16.7 µM]	-18	-10	-4	-0.1	4	-3	-1
C=CCN1C(=O)C2(OCCCO2)c2ccccc21
 : -4	-12	-15	3	-0.2	3	-1	5
COc1ccc(C(C)=O)cc1COc1cccnc1[N+](=O)[O-]
 : -1	-1	11	-3	.	-1	-3	-1
CC(C)(C)c1ccc(Cn2c(=O)cnc3ccccc32)cc1
 : -5	14	-6	0	.	-2	11	0
O=C(CCCN1C(=O)C(c2ccccc2)Oc2cccnc21)Nc1cccc(F)c1 (stereo not given)
 : 7	-17	3	3	.	1	10	-2
CCOC(=O)N1CCC(NC(=O)c2cc3c(=O)[nH]c4ccccc4c3n2C)CC1
 : .	-10	-3	.	-0.7	.	.	3
O=C(O)CC1(c2ccc(F)cc2)C2CC3CC(C2)CC1C3 (stereo not given)
 : .	0	.	-1	0.0	0	0	0
C/C=C/C1=CC(=O)C[C@H](c2ccc(OC)c(OC)c2)C1
 : -3	-81	-2	-1	0.0	-1	3	.
O=C(NNC(=O)c1cc(-c2ccccc2)nn1-c1ccccc1)c1ccccc1
 : -4	.	2	-5	.	2	11	.
CSc1nc2nc3c(cn2n1)C(=O)CC(c1ccccc1)C3 (stereo not given)
 : -4	.	3	1	.	1	2	.
O=C(Nc1cccc(C(=O)N2CCCC2)c1)c1ccccc1Cl
 : 3	.	-17	-6	.	1	15	.

(listing goes on)
Key to letters: A = miR122 inh; B = RAD52 inh; C = PGC1a acetyl inh; D = PglD DTNB; E = E-sel inducer; F = Cneo AK release; G = RAD54 inh; H = ERAP1 HTS inh
> CC(=O)OC1COC(n2ccc3cc([N+](=O)[O-])ccc32)C(OC(C)=O)C1OC(C)=O (stereo not given)
  A = 3 | B = . | C = -12 | D = -3 | E = . | F = 0 | G = 14 | H = .

> O=C(COc1ccc2c3c(c(=O)oc2c1)CCCC3)NCCCN1CCOCC1
  A = 2 | B = -10 | C = 23 | D = 1 | E = . | F = 3 | G = 13 | H = 0

> CCn1c(C)cc(C(=O)COC(=O)CNC(=O)c2ccco2)c1C
  A = 3 | B = -21 | C = 3 | D = -5 | E = -0.1 | F = -1 | G = 6 | H = -1

> CCC(C)N(C)C1CCN(C(=S)Nc2cccc(OC)c2)CC1 (stereo not given)
  A = -9 | B = -13 | C = 3 | D = -3 | E = 2.3 | F = -1 | G = 4 | H = 1

> COCc1cc(N2CCN(c3ccccc3F)CC2)nc(-c2ccccc2)n1
  A = 3 | B = -5 | C = -13 | D = -6 | E = -4.8 | F = 0 | G = 5 | H = 4

> COc1cccc(C(O)c2nc(/C=C/c3ccc(C(F)(F)F)cc3)cs2)c1 (stereo not given)
  A = -1 | B = -10 | C = -2 | D = 0 | E = -2.1 | F = -2 | G = 13 | H = 9

> Cc1cc(C(=O)Nc2ccc3c(c2)OCCO3)ccc1[N+](=O)[O-]
  A = -11 | B = 1 | C = -7 | D = 1 | E = 0.1 | F = -5 | G = -7 | H = -5

> CCOC(=O)N1CCN(C(=O)COC(=O)c2ccc(O)cc2O)CC1
  A = 2 | B = -17 | C = . | D = 7 | E = 5.4 | F = -1 | G = -10 | H = -1

> CO[C@H]1CN(C)C(=O)c2cc(NS(C)(=O)=O)ccc2OC[C@@H](C)N(Cc2ccccc2)C[C@@H]1C
  A = -19[16.7 µM] | B = 11 | C = 2 | D = -2 | E = 0.2 | F = 48 | G = 3 | H = -4

> COCC#Cc1ccc([C@H]2[C@@H](CO)N3CCCCN(S(=O)(=O)c4ccc(OC)cc4)C[C@H]23)cc1
  A = 7[16.7 µM] | B = -24 | C = -5 | D = -4 | E = -0.4 | F = -1 | G = 1 | H = -2

> Cc1ccc(C(=O)NCc2cccnc2)cc1S(=O)(=O)Nc1ccccc1
  A = 35 | B = -6 | C = -3 | D = 4 | E = -2.2 | F = 2 | G = 4 | H = -3

> COc1cccc(S(=O)(=O)N[C@@H]2C=C[C@H](CC(=O)NCc3ccc(Cl)cc3)O[C@@H]2CO)c1
  A = . | B = -10 | C = 11 | D = . | E = 2.2 | F = . | G = . | H = 3

> COc1ccc(C#Cc2cccc(-c3nc(C(=O)NCc4ccc5c(c4)OCO5)cc4c3[C@@H](CCO)N(S(=O)C(C)(C)C)C4)c2)cc1OC (stereo not given in full)
  A = . | B = -24 | C = -12 | D = . | E = 0.6 | F = . | G = . | H = 2

> O=C(C[C@@H]1CC[C@H]2[C@@H](COC[C@H](O)CN2Cc2ccc(F)cc2)O1)NCc1ccccc1Cl
  A = -9[16.7 µM] | B = 10 | C = -4 | D = -1 | E = 0.0 | F = 1 | G = -5 | H = 1

> Cc1ccc(CN2CC(N3CCN(C)CC3)CS2(=O)=O)cc1 (stereo not given)
  A = 2 | B = 9 | C = 6 | D = -2 | E = 0.0 | F = 1 | G = -2 | H = 1

> C[C@H](CO)N1C[C@H](C)[C@H](CN(C)Cc2cncnc2)Oc2cc(-c3ccccc3F)ccc2S1(=O)=O
  A = -6[16.7 µM] | B = 11 | C = 7 | D = 1 | E = 2.0 | F = 1 | G = 1 | H = -4

> O=[N+]([O-])c1ccc(S(=O)(=O)Nc2ccc(-c3ccc(N4CCCC4)nn3)cc2)cc1
  A = 7 | B = -6 | C = -12 | D = 3 | E = -0.2 | F = 0 | G = 6 | H = -1

Bioassay records as filed in PubChem.
